T cruzi growth: blocks T. cruzi growth in NIH3T3 culture | T. cruzi beta-gal in NIH3T3, GalScreen luminescence, 90 h | AID 624255 | inhibition, % at 8.34 µM | actives 5.9% (n = 77,000);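 active means mean inhibition above about 93%, with at least 55% of replicates each passing it, limit read from the data, passing the limit was not always enough; inconclusive means only one of those two conditions holds; inactive means neither condition holds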
C diff growth: C. difficile growth inhibition; Clostridium difficile clinical isolate growth, OD600, 24 h; stronger effect = lower value; AID 1259249; actives 0.25% (n = 86,000); growth activity, negative = inhibition, % at 16 µg/mL (by protocol);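 active means mean growth activity at or below -80% and every replicate also at or below -80%; inconclusive means mean at or below -80% but some replicate above -80%; inactive means mean growth activity above -80%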;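 further: 0% = DMSO wells and -100% = levofloxacin 16 µg/mL wells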
Pf Dd2 inh: P. falciparum Dd2 growth inhibition. SYBR Green, 72 h; stronger effect = lower value. activity change, % at 10 µM. actives 2.3% (n = 94,000); in the data active means activity change below about -80%; inconclusive means no clear call, values can overlap the other calls
GASC1 inh: KDM4C (human) demethylase inhibition; Q9H3R0; GST-KDM4C 2-372, H3K9me3 peptide, LANCE TR-FRET; inhibition, % at 12.5 µM; actives 0.15% (n = 96,000); AID 720574;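 active means mean replicate inhibition above about 25%, with at least 55% of replicates also reaching it, limit read from the data, passing the limit was not always enough; inconclusive means only one of those two conditions met; inactive means neither condition met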
Target sequence (Q9H3R0 2-372 limits assumed): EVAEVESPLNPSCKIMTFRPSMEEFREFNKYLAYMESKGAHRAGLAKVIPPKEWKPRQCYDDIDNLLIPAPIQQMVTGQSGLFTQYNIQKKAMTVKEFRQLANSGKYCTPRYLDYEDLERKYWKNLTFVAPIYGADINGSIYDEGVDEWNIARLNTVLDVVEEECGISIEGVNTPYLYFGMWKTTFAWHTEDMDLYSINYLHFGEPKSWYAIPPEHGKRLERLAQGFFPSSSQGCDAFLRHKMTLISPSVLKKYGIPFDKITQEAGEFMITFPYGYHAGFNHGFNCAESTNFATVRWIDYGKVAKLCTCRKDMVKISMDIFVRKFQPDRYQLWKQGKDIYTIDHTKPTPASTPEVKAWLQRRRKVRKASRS
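Compound: one test concentration per compound; Material: GST-GASC-1 enzyme fragment 2-372; Amount: GASC-1 enzyme at 10 nM final in reaction; Also added: H3K9me3 peptide substrate, Fe(II), 2-oxoglutarate; Technique: LANCE TR-FRET; Times: 30 min demethylation and 1 h detection at room temperature.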
Numbers without * were called inactive; & = joins results of further samples.

Start of the listing, in advance:
COCC(=O)Nc1ccc2c(c1)[C@H]1C[C@@H](CC(=O)N3CCOCC3)O[C@@H](CO)[C@H]1O2 was read as T cruzi growth 34, C diff growth -2, Pf Dd2 inh 1 and GASC1 inh 4.2.
O=C(C[C@@H]1CC[C@H]2[C@@H](COC[C@H](O)CN2Cc2ccncc2)O1)NCC1CC1 was read as T cruzi growth -24, C diff growth 1, Pf Dd2 inh -4 and GASC1 inh 0.3.
`COc1cccc(-c2ccc3c(c2)[C@H]2[C@H](CCN2S(=O)(=O)c2ccccc2C)[C@H](CO)N3)c1` gave T cruzi growth 31, C diff growth 0, Pf Dd2 inh 13 and GASC1 inh 0.6.
N#C[C@@H]1[C@@H](c2ccccc2-c2cccc(F)c2)[C@H](CO)N1C(=O)C1CCCC1 was read as C diff growth 0, Pf Dd2 inh -8 and GASC1 inh 1.4.
Screening O=C(C[C@H]1C=C[C@H](NC(=O)c2cccc(F)c2)[C@H](CO)O1)NCc1ccccc1 returned T cruzi growth -3 and Pf Dd2 inh 9.
`CCCNC(=O)[C@@H]1[C@@H](CO)[C@@H]2Cn3c(ccc(-c4ccccc4)c3=O)[C@@H]2N1C(=O)C1CCC1` gave T cruzi growth 102*, C diff growth 1, Pf Dd2 inh -1 and GASC1 inh 0.7.
`COc1ccc(NC(=O)N(C)C[C@H]2OCCCC[C@@H](C)Oc3ccc(NC(=O)Nc4ccc(F)cc4)cc3C(=O)N([C@H](C)CO)C[C@@H]2C)cc1` gave T cruzi growth -35, C diff growth 3, Pf Dd2 inh -18 and GASC1 inh 0.3.

All compounds of this part, from the start:
COCC(=O)Nc1ccc2c(c1)[C@H]1C[C@@H](CC(=O)N3CCOCC3)O[C@@H](CO)[C@H]1O2 was read as T cruzi growth 34, C diff growth -2, Pf Dd2 inh 1 and GASC1 inh 4.2.
O=C(C[C@@H]1CC[C@H]2[C@@H](COC[C@H](O)CN2Cc2ccncc2)O1)NCC1CC1 was read as T cruzi growth -24, C diff growth 1, Pf Dd2 inh -4 and GASC1 inh 0.3.
`COc1cccc(-c2ccc3c(c2)[C@H]2[C@H](CCN2S(=O)(=O)c2ccccc2C)[C@H](CO)N3)c1` gave T cruzi growth 31, C diff growth 0, Pf Dd2 inh 13 and GASC1 inh 0.6.
N#C[C@@H]1[C@@H](c2ccccc2-c2cccc(F)c2)[C@H](CO)N1C(=O)C1CCCC1 was read as C diff growth 0, Pf Dd2 inh -8 and GASC1 inh 1.4.
Screening O=C(C[C@H]1C=C[C@H](NC(=O)c2cccc(F)c2)[C@H](CO)O1)NCc1ccccc1 returned T cruzi growth -3 and Pf Dd2 inh 9.
`CCCNC(=O)[C@@H]1[C@@H](CO)[C@@H]2Cn3c(ccc(-c4ccccc4)c3=O)[C@@H]2N1C(=O)C1CCC1` gave T cruzi growth 102*, C diff growth 1, Pf Dd2 inh -1 and GASC1 inh 0.7.
`COc1ccc(NC(=O)N(C)C[C@H]2OCCCC[C@@H](C)Oc3ccc(NC(=O)Nc4ccc(F)cc4)cc3C(=O)N([C@H](C)CO)C[C@@H]2C)cc1` gave T cruzi growth -35, C diff growth 3, Pf Dd2 inh -18 and GASC1 inh 0.3.
Screening C[C@@H]1CN([C@H](C)CO)S(=O)(=O)c2ccc(-c3ccccc3)cc2O[C@@H]1CN(C)CC1CC1 returned T cruzi growth 7, Pf Dd2 inh -40 and GASC1 inh -0.7.
C[C@H](CO)N1C[C@H](C)[C@H](CN(C)C(=O)c2cccc(F)c2)Oc2ncc(-c3cccc(F)c3)cc2C1=O was read as T cruzi growth 63, C diff growth 1, Pf Dd2 inh -14 and GASC1 inh -2.8.
For C[C@H](CO)N1C[C@H](C)[C@H](CN(C)CC2CCCCC2)Oc2ccc(NC(=O)C3CCCCC3)cc2CC1=O the results were T cruzi growth 3, C diff growth -4, Pf Dd2 inh -70 and GASC1 inh inconclusive.
Screening C[C@H](NC(=O)C[C@@H]1CC[C@@H](NS(=O)(=O)c2cccc(F)c2)[C@H](CO)O1)c1ccccc1 returned T cruzi growth 21, C diff growth 7, Pf Dd2 inh -2 and GASC1 inh 0.0.
For Cc1ccc(S(=O)(=O)N(C)C[C@@H]2Oc3c(NC(=O)C4CCOCC4)cccc3C(=O)N([C@H](C)CO)C[C@@H]2C)cc1 the results were T cruzi growth -9, C diff growth 2, Pf Dd2 inh 3 and GASC1 inh -0.2.
O=C(NCC[C@H]1CC[C@@H](NS(=O)(=O)c2ccccc2)[C@H](CO)O1)c1ccccc1F was read as T cruzi growth 93, C diff growth 6, Pf Dd2 inh 5 and GASC1 inh 2.1.
Screening C[C@H]1CN([C@@H](C)CO)C(=O)c2cc(-c3cccnc3)cnc2O[C@@H]1CN(C)C(=O)Nc1ccc(F)cc1 returned T cruzi growth 45, C diff growth 1, Pf Dd2 inh -1 and GASC1 inh 3.9.
For C[C@@H]1CCCCO[C@@H](CN(C)Cc2ccc(Cl)c(Cl)c2)[C@H](C)CN([C@H](C)CO)C(=O)c2cc(NS(C)(=O)=O)ccc2O1 the results were T cruzi growth 93, C diff growth -1, Pf Dd2 inh -69 and GASC1 inh 12.
`COc1ccc(S(=O)(=O)Nc2ccc3c(c2)CC(=O)N([C@H](C)CO)C[C@@H](C)[C@@H](CN(C)C(=O)Nc2ccccc2)O3)cc1` gave T cruzi growth 22, C diff growth -5, Pf Dd2 inh 1 and GASC1 inh -1.8.
`C[C@@H]1CCCCO[C@H](CN(C)Cc2ccc(Cl)c(Cl)c2)[C@@H](C)CN([C@@H](C)CO)C(=O)c2cc(NC(=O)Nc3ccccc3)ccc2O1` gave T cruzi growth 71, C diff growth 13, Pf Dd2 inh -83* and GASC1 inh 6.4.
For CC(=O)N1CCCCN2[C@@H](CO)[C@@H](c3ccc(-c4ccc(C)cc4)cc3)[C@@H]2C1 the results were T cruzi growth 106*, C diff growth -3, Pf Dd2 inh 28 and GASC1 inh 0.2.
For O=C(Nc1cccc(F)c1)N1[C@@H]2CNC[C@H]1C2c1ccc(-c2cccc(F)c2)cc1 (stereo partly drawn) the results were C diff growth 6&20, Pf Dd2 inh 11&5 and GASC1 inh -0.9&0.8.
Screening CO[C@H]1CN(C)C(=O)c2ccc(NC(=O)c3cc(C)on3)cc2OC[C@H](C)NC[C@@H]1C returned C diff growth -1, Pf Dd2 inh -1 and GASC1 inh 1.6.
Cc1cccc(S(=O)(=O)N(C)C[C@H]2OCc3ccccc3-c3c(n(C)c4ccccc34)C(=O)N([C@H](C)CO)C[C@@H]2C)c1 was read as T cruzi growth 75, Pf Dd2 inh -76 and GASC1 inh -3.7.
C[C@@H]1CN([C@@H](C)CO)C(=O)c2cc(-c3cccc(C(=O)N(C)C)c3)cnc2O[C@H]1CN(C)C was read as T cruzi growth -57, C diff growth -6, Pf Dd2 inh 48 and GASC1 inh -0.2.
COCC(=O)N1CC2(C1)[C@H](c1ccccc1)[C@@H](CO)N2C(=O)c1ccccc1 was read as C diff growth -4, Pf Dd2 inh 21 and GASC1 inh -1.6.
Screening C[C@@H]1CN([C@H](C)CO)C(=O)CCCn2nncc2CO[C@H]1CN(C)C(=O)C1CC1 returned T cruzi growth 4, C diff growth 2, Pf Dd2 inh -2 and GASC1 inh -0.4.
`O=C(c1ccc2c(c1)OCO2)N1CCCCN2[C@@H](CO)[C@@H](c3ccc(-c4ccccc4)cc3)[C@@H]2C1` gave T cruzi growth 104*, C diff growth 54, Pf Dd2 inh -11 and GASC1 inh 0.1.
For COc1ccc(S(=O)(=O)Nc2ccc3c(c2)CC(=O)N([C@@H](C)CO)C[C@@H](C)[C@@H](CN(C)S(=O)(=O)c2cn(C)cn2)O3)cc1 the results were T cruzi growth -15, Pf Dd2 inh 36 and GASC1 inh -1.1.
For Cc1ccc(-c2ccc3c(c2)O[C@@H](CN(C)C(=O)C2CCC2)[C@H](C)CN([C@H](C)CO)S3(=O)=O)cc1 the results were T cruzi growth 52, C diff growth -5, Pf Dd2 inh -60 and GASC1 inh -2.5.
C[C@H]1CN([C@@H](C)CO)C(=O)c2cccc(NC(=O)c3nc4ccccc4s3)c2O[C@@H]1CN(C)C(=O)NC1CCCCC1 was read as T cruzi growth -164, Pf Dd2 inh -29 and GASC1 inh -1.2.
For C[C@@H]1CN([C@@H](C)CO)C(=O)CCCn2cc(nn2)CO[C@H]1CN(C)C(=O)Nc1cccc(F)c1 the results were T cruzi growth 22&17, C diff growth 7&2, Pf Dd2 inh 18&-3 and GASC1 inh -1.0.
For Cc1noc(C)c1NC(=O)Nc1ccc2c(c1)C(=O)N([C@@H](C)CO)C[C@@H](C)[C@H](CN(C)C(=O)C1CCCCC1)OCCCC[C@H](C)O2 the results were T cruzi growth 16, C diff growth 9, Pf Dd2 inh -34 and GASC1 inh 0.2.
Cc1ccccc1-c1cnc2c(c1)C(=O)N([C@H](C)CO)C[C@@H](C)[C@@H](CN(C)Cc1ccncc1)O2 was read as T cruzi growth 34, C diff growth -2, Pf Dd2 inh 2 and GASC1 inh -3.5.
Screening CC(=O)N(C)C[C@H]1Oc2cc(C#Cc3ccccc3)ccc2S(=O)(=O)N([C@@H](C)CO)C[C@@H]1C returned T cruzi growth 59, C diff growth 2, Pf Dd2 inh -49 and GASC1 inh 1.9.
For O=C(Nc1cccc(F)c1)N1CC(=O)N2[C@H](CO)[C@@H](c3ccc(-c4cccc(F)c4)cc3)[C@@H]2C1 the results were C diff growth 3, Pf Dd2 inh -3 and GASC1 inh -1.1.
`C[C@@H]1CN([C@H](C)CO)C(=O)Cc2cc(NC(=O)Cc3cn(C)c4ccccc34)ccc2O[C@@H]1CN(C)C(=O)Nc1cccc2ccccc12` gave T cruzi growth 33, C diff growth 1, Pf Dd2 inh -46 and GASC1 inh -0.9.
CC(C)NC(=O)N1CC2(C1)[C@H](c1ccccc1)[C@H](CO)N2C(=O)C1CC1 was read as C diff growth 2, Pf Dd2 inh -10 and GASC1 inh -0.9.
Screening O=C(C1CCCCC1)N1C[C@H]2[C@@H](c3ccccc31)[C@@H](CO)N2C(=O)c1ccccc1 returned T cruzi growth -9, C diff growth 2, Pf Dd2 inh 0 and GASC1 inh -1.9.
For O=C(C[C@@H]1CC[C@@H]2[C@H](COC[C@H](O)CN2Cc2cccc(Cl)c2)O1)Nc1nccs1 the results were T cruzi growth 68, C diff growth -6&-20, Pf Dd2 inh -31 and GASC1 inh -0.6.
C[C@H]1CN([C@@H](C)CO)S(=O)(=O)c2ccc(Br)cc2O[C@H]1CN(C)C(=O)NC1CCCCC1 was read as C diff growth -5, Pf Dd2 inh -34 and GASC1 inh 18.
Screening COCCNC(=O)C[C@@H]1C[C@H]2c3cc(N(C)C)ccc3O[C@H]2[C@@H](CO)O1 returned C diff growth 4, Pf Dd2 inh 6 and GASC1 inh inconclusive.
Screening CCOC(=O)c1cc2c(c(-c3cccc(-c4cccc(OC)c4)c3)n1)[C@@H](CCO)N(S(=O)C(C)(C)C)C2 (stereo partly drawn) returned T cruzi growth 35, Pf Dd2 inh 25 and GASC1 inh -1.3.
O=C(c1cccc(F)c1)N1CCCCN2[C@H](CO)[C@H](c3ccc(-c4ccncc4)cc3)[C@@H]2C1 was read as T cruzi growth 110*, C diff growth -1, Pf Dd2 inh -41 and GASC1 inh 0.1.
C[C@@H]1CN([C@H](C)CO)C(=O)c2cccc(NC(=O)Nc3ccc(C(F)(F)F)cc3)c2O[C@H]1CN(C)S(=O)(=O)c1ccccc1 was read as T cruzi growth 65, Pf Dd2 inh -16 and GASC1 inh -3.4.
`C[C@H](CO)N1C[C@H](C)[C@@H](CN(C)Cc2ccc3c(c2)OCO3)OCCCC[C@H](C)Oc2ccc(NS(=O)(=O)c3ccccc3)cc2C1=O` gave Pf Dd2 inh -56 and GASC1 inh 0.5.
For N#C[C@H]1[C@H](c2ccc(-c3cccnc3)cc2)[C@H](CO)N1C(=O)C1CCC1 the results were T cruzi growth 36, C diff growth 0, Pf Dd2 inh -11 and GASC1 inh 0.1.
`Cc1noc(C)c1NC(=O)Nc1ccc2c(c1)C(=O)N([C@H](C)CO)C[C@H](C)[C@H](CN(C)C(=O)Nc1ccc3c(c1)OCO3)OCCCC[C@@H](C)O2` gave T cruzi growth -5, C diff growth 2, Pf Dd2 inh 40 and GASC1 inh -0.8.
For COCC(=O)N(C)C[C@@H]1Oc2cc(C#Cc3ccccc3)ccc2S(=O)(=O)N([C@H](C)CO)C[C@@H]1C the results were T cruzi growth 16, C diff growth -8, Pf Dd2 inh -82* and GASC1 inh -0.9.
`C[C@@H]1CN([C@@H](C)CO)C(=O)c2cccc(NC(=O)Nc3ccc4c(c3)OCO4)c2O[C@H]1CN(C)Cc1ccc(C(F)(F)F)cc1` gave T cruzi growth 68, C diff growth 6 and Pf Dd2 inh -24.
`CC(C)NC(=O)N[C@H]1CC[C@H](CCN)O[C@@H]1CO` gave T cruzi growth -17, Pf Dd2 inh 17 and GASC1 inh 1.8.
`C[C@@H]1CN([C@@H](C)CO)C(=O)Cc2cc(NS(C)(=O)=O)ccc2O[C@H]1CN(C)C(=O)Nc1ccccc1` gave C diff growth -3, Pf Dd2 inh 34 and GASC1 inh 0.5.

Screening results: PubChem, Broad Institute
